IDE act = activators of human insulin-degrading enzyme in cells; HEK cells, FAbeta-B cleavage, fluorescence polarization; 0% vehicle, 100% cell-free pure enzyme wells; hit rate 0.073% among 340,000; AID 493087; activation, % at 5.96 µM;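 active means activation above the mean of all tested compounds plus 3 SD, set per screening campaign, cut at about 17% in these data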
IMP-1 inhibitor = inhibitors of Pseudomonas aeruginosa IMP-1 metallo-beta-lactamase. purified IMP-1, nitrocefin hydrolysis, epi-absorbance fluorescence. AID 1556. inhibition, % at 5.6 µM. hit rate 0.45% among 290,000;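 active means inhibition above the mean plus 3 SD of all compounds in the same screening run, cut at about 4.5% in these data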;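 further: 0% = IMP-1 with DMSO and 100% = DMSO wells lacking enzyme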
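Material – recombinant IMP-1 enzyme, purified · Amount – IMP-1 0.2 nM before substrate addition · Medium – HEPES buffer pH 7.1 with ZnSO4 and Brij 35 · Timing – 25 °C, 15 min preincubation, 25 min reaction · Measured by – plate fluorescence quenching by hydrolysis product, ex 480/em 530 nm · Read-out – percent enzyme inhibition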
VIM-2 inh = inhibitors of Pseudomonas aeruginosa VIM-2 metallo-beta-lactamase; inhibition, % at 5.6 µM; purified VIM-2, nitrocefin hydrolysis, epi-absorbance fluorescence; hit rate 0.89% among 290,000;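 active means inhibition above the mean of all tested compounds plus 3 SD, cutoff set per screening run, cut at about 7.5% in these data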;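 further: red hydrolysis product quenches plate fluorescence so inhibitors raise well fluorescence; 0% = enzyme with DMSO and 100% = DMSO without enzyme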
DNA FID counter = counter-screen for HCV NS3 helicase inhibitors: DNA intercalator displacement | DNA fluorescent intercalator displacement, fluorescence | inhibition, % at 7.9 µM | hit rate 0.17% among 290,000 | AID 1845; in the data active means inhibition above about 37%;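 further: 0% = vehicle and 100% = reference compound; higher means more ethidium bromide displaced from hairpin DNA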
pCIP destab = lowers stability of the mouse p/CIP coactivator protein. Q05BA5. F442A p/CIP-EGFP cells, EGFP fluorescence, 16 h. decrease of EGFP signal, % at 10 µM. hit rate 0.01% among 290,000;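 active means EGFP signal decrease of at least 30% at 10 µM or well 3 SD below plate mean, unless failing retest; inactive means the rest, including hits failing retest or dose response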; further: some compounds called inactive have numbers as strong as hits; many of its hits are not listed in these tables
Target sequence (Q05BA5 1-1403): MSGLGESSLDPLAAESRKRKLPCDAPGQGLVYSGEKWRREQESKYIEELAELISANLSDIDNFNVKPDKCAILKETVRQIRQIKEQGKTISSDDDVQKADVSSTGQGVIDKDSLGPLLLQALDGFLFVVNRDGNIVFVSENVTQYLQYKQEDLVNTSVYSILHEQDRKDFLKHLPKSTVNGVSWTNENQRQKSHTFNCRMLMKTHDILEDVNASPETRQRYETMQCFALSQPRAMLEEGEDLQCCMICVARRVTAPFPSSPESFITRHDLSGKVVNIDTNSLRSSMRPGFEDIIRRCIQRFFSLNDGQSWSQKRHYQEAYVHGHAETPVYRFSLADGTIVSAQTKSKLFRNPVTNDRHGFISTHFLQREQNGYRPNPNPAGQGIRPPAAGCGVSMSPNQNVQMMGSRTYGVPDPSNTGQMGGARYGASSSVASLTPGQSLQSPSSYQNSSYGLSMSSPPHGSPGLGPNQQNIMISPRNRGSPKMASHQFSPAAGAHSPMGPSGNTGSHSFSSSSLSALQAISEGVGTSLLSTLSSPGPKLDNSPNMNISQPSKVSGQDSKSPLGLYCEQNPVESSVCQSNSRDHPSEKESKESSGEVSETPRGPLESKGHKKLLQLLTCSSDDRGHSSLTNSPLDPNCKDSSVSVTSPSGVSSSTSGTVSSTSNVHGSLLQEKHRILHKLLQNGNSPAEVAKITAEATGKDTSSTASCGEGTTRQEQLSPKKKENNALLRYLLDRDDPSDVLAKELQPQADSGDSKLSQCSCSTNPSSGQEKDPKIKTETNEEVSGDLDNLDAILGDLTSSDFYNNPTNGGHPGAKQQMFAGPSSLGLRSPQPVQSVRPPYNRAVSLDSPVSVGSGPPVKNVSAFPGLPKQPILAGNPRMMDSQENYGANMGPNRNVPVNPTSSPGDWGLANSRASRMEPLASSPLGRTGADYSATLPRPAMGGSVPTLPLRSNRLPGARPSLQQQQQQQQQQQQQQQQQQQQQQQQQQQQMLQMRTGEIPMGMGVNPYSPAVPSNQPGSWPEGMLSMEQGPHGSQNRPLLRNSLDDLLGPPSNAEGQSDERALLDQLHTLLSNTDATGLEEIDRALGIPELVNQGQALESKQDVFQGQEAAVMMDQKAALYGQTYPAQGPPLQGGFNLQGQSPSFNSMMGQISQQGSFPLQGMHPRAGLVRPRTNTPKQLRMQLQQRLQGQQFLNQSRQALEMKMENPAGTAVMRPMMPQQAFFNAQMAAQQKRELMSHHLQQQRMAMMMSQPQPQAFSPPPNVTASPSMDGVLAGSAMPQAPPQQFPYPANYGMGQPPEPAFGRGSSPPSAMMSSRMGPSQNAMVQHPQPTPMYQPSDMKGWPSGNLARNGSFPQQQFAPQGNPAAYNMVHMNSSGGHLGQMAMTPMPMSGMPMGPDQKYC
UBC9 SUMO inh = inhibitors of human SUMOylation (UBC9). HTRF SUMOylation assay, SAE1/SAE2 + UBC9, in vitro. inhibition, % at 35 µM. hit rate 0.36% among 290,000. AID 2006; in the data active means inhibition above about 50%, passing the limit was not always enough; further: strong numbers were not always called active
M18AAP inhibitor = blocks P. falciparum M18 aspartyl aminopeptidase; inhibition, % at 7.35 µM; recombinant PfM18AAP, H-Glu-NHMec fluorogenic cleavage; AID 1822; hit rate 1.2% among 290,000;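 active means inhibition above the campaign mean inhibition over all tested compounds plus 3 SD, cut at about 28% in these data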;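 further: 0% = plate median of test compound wells and 100% = 2 mM ZnCl2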
NS3 helicase inh = HCV NS3 helicase inhibition; inhibition, % at 10.9 µM; hit rate 0.56% among 290,000; NS3 helicase DNA unwinding, Cy5 molecular beacon fluorescence; AID 1800;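 active means inhibition above the mean of all tested compounds plus 3 SD, set per campaign, cut at about 35% in these data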;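 further: 0% = DMSO wells and 100% = thioflavine S control wells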
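System: Hepatitis C virus NS3 helicase domain fragment enzyme | Reagent: Annealed dual-labelled DNA beacon duplex, ATP-started | Compound dosing: 10.9 µM single point, 0.8% DMSO | Incubation: 1 h reaction at 25 °C, ATP-initiated | Technique: Cy5 fluorescence | Evaluation: Percent inhibition from t60/t0 fluorescence ratio | Benchmarks: Low DMSO, high thioflavine S at 110 µM | Replication: Singlicate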
IDE inh = inhibitors of human insulin-degrading enzyme in cells | inhibition, % at 5.59 µM | HEK cells, FAbetaB cleavage, fluorescence polarization | hit rate 0.41% among 320,000 | AID 434962 | P14735;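 active means percent inhibition above the average of all tested compounds plus 3 SD, set per screening campaign, cut at about 16% in these data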;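 further: IDE supplied by intact live HEK cells; FP after avidin binding of uncleaved biotin substrate so inhibition keeps polarization high; 0% = DMSO wells and 100% = 60 µM reference IDE inhibitor Ii1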
An asterisk follows results filed as active; . = no result given.

mol	IDE act	IMP-1 inhibitor	VIM-2 inh	DNA FID counter	pCIP destab	UBC9 SUMO inh	M18AAP inhibitor	NS3 helicase inh	IDE inh
CC1=CC=CC2=NC(=O)CC(C)(C(=O)N(CC(=O)NC3CCCC3)c3ccc(F)cc3)N12 (stereo not given)	3	-2.1	-2.4	-6	15	-11	-1	0	0
CC(=O)c1c(C)[nH]c(C(=O)NCC2CCCCC2)c1C	-2	-4.1	-2.8	-21	-16	-13	-2	0	-1
Clc1ccc2[nH]c3c(c2c1)CCc1cn[nH]c1-3	5	-1.6	1.0	14	4	-3	4	-21	2
N#C/C(=C\c1ccc(-c2ccc(C(=O)O)cc2)o1)c1nc2ccccc2[nH]1	-108	-4.0	-6.7	-2	-297	35	5	2	.
c1cncc(-c2nnc3n2C2(CCCCC2)Cc2ccccc2-3)c1	-6	-2.0	-0.6	-12	-4	36	-4	2	5
COc1ccc(C(C)=O)cc1COC(=O)C1CC(=O)N(Cc2ccccc2)C1 (stereo not given)	5	-1.4	-0.7	-42	-17	16	-1	2	-3
COc1ccc(OCCOCCN2CCOCC2)cc1	0	-2.6	-2.8	6	5	2	4	6	-2
Nc1nonc1C(=O)NCCN=Cc1ccccc1O	1	-0.5	-3.5	3	2	8	0	-1	-4
COc1ccnc2c1c(=O)n(Cc1cccc(F)c1)c(=O)n2C	9	-2.8	-2.1	-7	-4	-5	2	-1	1
CNC(=O)CSc1nc2ccccc2c(=O)n1C1CCCCC1	2	0.5	2.1	-18	-6	10	-7	11	0
Cc1noc(C)c1S(=O)(=O)N(CC(=O)NC1CCCC1)c1ccc(C(C)C)cc1	4	-0.6	-0.6	-18	0	-19	4	7	1
Cc1cccc(N2CCN(C(=S)c3ccc([N+](=O)[O-])cc3)CC2)c1	-1	-3.3	-2.7	1	-4	17	30*	-5	0
Cc1cc(C)cc(C(=O)NCC(=O)OCC(=O)N(C)c2ccccc2)c1	6	-1.6	-2.6	-19	0	0	-13	4	3
c1csc(-c2cnc3ccccc3n2)c1	3	-2.9	-2.5	3	-1	21	-2	3	6
O=C(CN1CCOc2ccccc21)NCc1ccc(Cl)cc1	-1	-0.7	0.8	-3	6	-14	12	2	1
COCCNC(=S)NNC(=O)c1cc(C2CC2)nc2ccccc12	-2	-2.1	-6.3	-10	-9	6	19	2	.
CC1(C)NC(=O)N(CCOCCOc2cccc(Oc3ccccc3)c2)C1=O	-6	-3.7	-1.4	-39	-9	17	6	10	-2
C#CCNC(=O)C1=C[C@@H](c2ccccc2)[C@H](CCCO)[C@@H](OCC)O1	0	-3.1	-5.1	-11	-5	-6	-1	7	0
O=[N+]([O-])c1ccc(OCCCCCN2CCOCC2)cc1	1	-3.2	-1.3	5	-19	8	-6	-6	2
CCN(CC)S(=O)(=O)c1cc(NC(=O)COC(=O)CCc2nc3ccccc3s2)ccc1C	4	-4.3	1.4	-38	2	1	4	-2	1
COc1cccc(/C=C/C(=O)OCC(=O)NCCc2ccccc2)c1	8	-1.1	0.3	-24	3	-12	-5	-3	4
COc1ccc(S(=O)(=O)NCCc2c[nH]c3ccc(C)cc23)cc1	-6	-2.1	-0.9	-10	-9	3	-1	11	.
C/C(=N\NC(=O)Cc1ccc(F)cc1)c1ccc(O)cc1	2	-3.8	-3.3	-14	-6	18	5	-2	-3
CCN1C(=O)CC(N2CCC(C(=O)OC)CC2)C1=O (stereo not given)	1	-1.9	-3.3	4	-2	2	-2	1	-3
O=c1c(Cc2ccccc2)c(O)ccn1Cc1ccco1	10	-2.0	-0.6	0	-5	15	1	-6	5
O=C(CCc1nc2ccccc2s1)Nc1cccnc1	5	-0.3	0.7	-3	-12	8	10	18	5
Cc1cc(C)c(C(=O)CSc2nnc(-c3cccnc3)n2C)c(C)c1	14	-6.6	-2.2	-20	-10	4	10	3	2
CNc1cccccc1=S	-5	-5.1	-0.8	-3	-3	17	-1	11	4
CCOc1ccc(CNC(=O)CCS(=O)(=O)Cc2ccc(C)cc2)cc1OC	4	-3.3	-2.4	-6	10	-7	0	0	4
Cn1c(SCC(=O)c2ccccc2)nnc1-c1cccnc1	7	-3.2	-1.7	-3	-4	5	0	9	5
CC(=O)C1=C(O)C(=O)N(CC#N)C1c1cccs1 (stereo not given)	6	6.2*	-2.0	5	4	-6	6	4	4
Clc1ccc(OCCSc2nnnn2C2CCCCC2)cc1	4	-1.9	-0.8	-4	7	-22	0	6	1
C=CCn1c(SCC(=O)NC2CC2)nnc1-c1ccccn1	0	-1.4	0.2	-3	-2	6	-1	12	-7
Cn1c(=O)c2c(ncn2CC(=O)N2CCCCCC2)n(C)c1=O	3	-0.8	-1.0	-5	-6	-9	2	9	0
CC(=NCc1ccco1)C1=C(O)c2ccccc2C1=O	-5	-2.1	-0.2	0	-10	6	9	5	5
O=c1[nH]c2ccccc2cc1CN(c1ccccc1)S(=O)(=O)c1ccccc1	6	-2.8	-0.8	-1	-5	-6	2	-13	3
Cc1ccnc(SCC(=O)Nc2c(C)n(C)n(-c3ccccc3)c2=O)n1	4	-3.2	0.3	3	3	1	-3	13	5
O=C(CCN1N=C(c2ccccc2)CCC1=O)NCC1CCCO1 (stereo not given)	6	-0.6	-2.1	-7	1	8	-7	3	0
CCN1CCN(c2ccc([N+](=O)[O-])c(Sc3nc4ccccc4[nH]3)c2)CC1	6	0.4	0.4	22	-11	7	7	-12	-3
CN(Cc1ccccc1)c1ncnc2c1cnn2-c1ccccc1	-4	-1.4	-2.6	-6	-1	5	-4	2	-4
NNC(=O)COc1ccc(C(F)(F)F)cc1	5	-1.2	-3.3	-4	-2	8	-8	15	5
CCOC(=O)c1[nH]c2ccc(OC)cc2c1NC(=O)c1cccc(OC)c1	9	-3.6	0.5	-19	-18	-16	-2	-14	2
COc1ccc(-c2cc(C(=O)OCC(=O)c3c(N)n(C)c(=O)n(C)c3=O)c3ccccc3n2)cc1	5	-1.8	-1.6	20	-23	6	-3	-5	-1
O=C(CN1CCN(C2CCCCC2)CC1)Nc1ccccc1-c1ccccc1	5	-1.8	-1.4	11	-17	1	9	-8	-2
CCN1/C(=C/c2ccc3cc(C)ccc3[n+]2C)Sc2ccc3sccc3c21	-31	18*	2.3	-6	-129	-29	19	-70	.
CC(Cc1ccsc1)NC(=O)CCc1nnc(COc2ccccc2)o1 (stereo not given)	3	-2.5	-2.2	-12	-7	3	1	11	4
COc1cc(CCN2C(=O)N[C@@H](c3cccc(C(F)(F)F)c3)C(C(C)=O)=C2C)cc(OC)c1OC	.	-4.6	-2.5	-53	6	-22	-2	-13	0
CCCc1cc(=O)[nH]c(SCC(=O)NCCCC(=O)OCC)n1	2	0.5	-0.6	3	-20	4	-4	-11	2
COc1ccccc1N1CCN(C(=O)CNS(=O)(=O)c2ccc(Br)s2)CC1	4	-2.1	-0.4	-45	3	-3	-2	-8	2
COc1ccc2nc(SCC(=O)C(C)(C)C)[nH]c2c1	-2	1.2	-0.6	1	-4	1	-6	-15	3

The list goes on.
mol	IDE act	IMP-1 inhibitor	VIM-2 inh	DNA FID counter	pCIP destab	UBC9 SUMO inh	M18AAP inhibitor	NS3 helicase inh	IDE inh
CC(=O)c1ccc(NC(=O)CCn2c(=O)oc3ccccc32)cc1	4	0.4	-0.4	-3	-8	25	3	-3	-3
CCOc1ccc(CCNC(=O)C(CCC(N)=O)NC(=O)OCc2ccccc2)cc1OCC (stereo not given)	-1	-2.2	-2.9	-22	-16	-16	-8	9	1
COc1ccc(NC(=O)C2CCCN(S(=O)(=O)c3ccc4c(c3)oc(=O)n4C)C2)cc1OC (stereo not given)	5	4.0	0.8	-2	-10	16	-12	-10	0
OC(COc1c(F)cc(Br)cc1F)CN1CCN(c2ccc(F)cc2)CC1 (stereo not given)	0	2.8	-1.3	2	-6	-11	-1	-17	2
C=CCn1cc(C(=O)NCCOC)c(=O)c2cc(S(=O)(=O)N(CC)CC)ccc21	5	-3.7	-4.3	-12	-3	3	-8	4	8
CCN1CCN(c2nc(-c3ccncc3)nc3ccccc23)CC1	.	-1.7	3.7	19	1	24	4	4	-3
CC(C)(C)C(=O)NCCCc1nc2ccccc2n1CCCOc1ccc(Cl)cc1	5	-1.1	-4.5	-22	-6	-2	-6	-9	6
COc1cc(Cl)c(C)cc1NC(=O)CSc1cc(Cl)ccc1Cl	-3	-0.7	0.7	-8	5	40	-2	20	1
COc1ccc(NC(=S)Nc2cccc3ccccc23)cc1OC	-1	-3.2	-3.7	-5	-14	96	4	-5	1
COc1ccccc1CNC(=O)COC(=O)Cc1cccs1	5	-1.5	-0.8	-6	-8	8	-3	-1	-2
O=C(Nc1ccc(F)cc1)N1CCN(c2ccc(F)cc2)CC1	-1	-2.0	-2.3	-6	5	-2	1	2	9
CCn1c(-c2cc(-c3ccc(C)c(C)c3)nc3ccccc23)n[nH]c1=S	.	-2.9	-5.1	-27	-13	18	2	1	9
CCN(CC)CC#Cc1ccc(C)cc1	4	-1.1	-0.2	1	-11	13	-15	-6	-6
CC1(C)C(=O)Nc2ccccc2N1C(=O)c1ccc([N+](=O)[O-])cc1	4	2.0	2.4	-8	-3	9	-5	-2	-8
O=C(CN1c2ccccc2S(=O)(=O)c2ccccc21)NCc1ccc(F)cc1	6	1.0	1.7	-12	-12	3	-3	12	-3
Cc1occc1C(=O)N/N=C/c1ccc(N(C)C)cc1	2	-2.1	-2.4	-9	-11	17	-7	0	-4
COc1ccc(O)c(C(=O)c2cc(C#N)c(=O)n(-c3c(C)n(C)n(-c4ccccc4)c3=O)c2)c1	-11	-4.0	1.1	-3	-9	4	-13	1	12
O=C(Nc1ccc(F)cc1F)N1CCC(c2nc3ccccc3o2)CC1	1	-1.4	-2.5	-13	-2	11	1	-8	-4
COc1ccc(-c2nc(=S)n3ccsc3n2)cc1OC	-2	-2.5	-1.6	-2	-8	22	-6	14	-8
O=C(O)c1ccc(-n2nnnc2SCc2cccc(Br)c2)cc1	-2	-1.6	-0.1	-28	-12	3	0	7	-8
COc1ccc(/C=N/NC(=O)CSc2nnc(CCCc3ccc(OC)c(C)c3)o2)cc1	-2	-1.3	0.3	-16	-10	-15	12	1	2
O=C(CSc1n[nH]c(=O)[nH]c1=O)Nc1cccc(S(=O)(=O)N2CCOCC2)c1	1	-2.9	-1.4	-2	2	2	3	9	-1
Cc1cc(=O)oc2c3c(cc(OCC(=O)N[C@@H](Cc4ccccc4)C(=O)O)c12)OC(C)(C)CC3	4	-1.0	22*	-15	0	35	4	4	2

Source: PubChem BioAssay (several laboratories)
